hIAP activ – human IAP activation; purified human IAP, CDP-Star luminescence, 30 min; hits give high values; 1 = vehicle-only enzyme, 0 = enzyme-free background; activation factor at 10 µM; 330,000 compounds, 0.16% hits; AID 2524;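 active means activation factor of the enzyme at least 2-fold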; further: the source names both 10 and 20 µM as test concentration; values of inactives mirror those of a sister screen read the other way
Target sequence (P09923 whole entry, looked up): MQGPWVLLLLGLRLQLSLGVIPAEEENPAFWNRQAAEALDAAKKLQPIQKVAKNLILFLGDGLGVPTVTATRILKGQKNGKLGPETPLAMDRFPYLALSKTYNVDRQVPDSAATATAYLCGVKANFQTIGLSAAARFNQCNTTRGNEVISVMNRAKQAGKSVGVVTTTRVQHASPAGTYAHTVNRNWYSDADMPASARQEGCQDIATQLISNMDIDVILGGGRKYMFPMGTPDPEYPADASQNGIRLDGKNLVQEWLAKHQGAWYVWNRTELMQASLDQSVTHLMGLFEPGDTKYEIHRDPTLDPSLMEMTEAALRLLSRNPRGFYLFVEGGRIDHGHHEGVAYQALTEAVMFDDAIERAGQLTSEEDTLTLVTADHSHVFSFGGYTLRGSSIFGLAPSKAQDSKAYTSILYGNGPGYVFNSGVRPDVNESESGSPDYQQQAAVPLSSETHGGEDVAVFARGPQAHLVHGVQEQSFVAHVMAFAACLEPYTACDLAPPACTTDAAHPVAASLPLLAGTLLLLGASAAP
tim10-1 inh – growth inhibitors of tim10-1 mutant yeast; AID 463190; S. cerevisiae tim10-1 ts strain growth, BacTiter-Glo, 24 h; 330,000 compounds, 2.2% hits; inhibition, % at 20 µM;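 active means inhibition of at least 40%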;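 further: mutant grown at 25 °C; 0% = DMSO wells with yeast and 100% = wells holding no yeast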
mIAP activ – increases mouse intestinal alkaline phosphatase activity | activation factor at 10 µM | 330,000 compounds, 0.24% hits | muIAP, CDP-Star luminescence, 30 min; hits give high values; 1 = vehicle-only enzyme signal, 0 = enzyme-free wells | AID 2805;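 active means activation factor of at least 2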; further: the source names both 10 and 20 µM as test concentration; values of inactives mirror those of a sister screen read the other way
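Assay system: mouse IAP enzyme / Compound: DMSO-dissolved test compounds / Timing: 30 min, room temperature / Measured by: luminescence from enzymatic CDP-Star hydrolysis / Control set: DMSO-only wells, enzyme-free buffer wells as negative control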
TIM10 inh – TIM10 yeast growth inhibition; S. cerevisiae TIM10 strain growth, BacTiter-Glo luminescence, 24 h; inhibition, % at 10 µM; 330,000 compounds, 1.4% hits; AID 463195;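 active means inhibition of 40% or more at the single tested concentration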;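 further: wild-type TIM10 isogenic control strain grown at permissive 25 °C; 0% = DMSO yeast wells and 100% = minimal medium wells without yeast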
hIAP inh – blocks human intestinal alkaline phosphatase | P09923 | purified IAP, CDP-Star luminescence, 30 min | inhibition, % at 10 µM | 330,000 compounds, 0.12% hits;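 active means inhibition reaching a set limit with compound at 10 µM in the primary screen, cut at about 35% in these data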;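 further: plate controls were DMSO wells with enzyme for no effect and no-enzyme buffer wells for full effect; values of inactives mirror those of a sister screen read the other way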
Apaf-1 inh – human Apaf-1 inhibition | O14727 | reconstituted apoptosome caspase-3 activity, DEVD-Rh110 fluorescence | inhibition, % at 20 µM | 330,000 compounds, 0.71% hits | AID 489030; active means inhibition of at least 40% at 20 µM;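 further: plate controls were DMSO wells for no effect and DEVD-CHO caspase inhibitor wells for full effect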
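Material: cell-free apoptosome with Apaf-1, procaspase-3 and caspase-9; Buffer or medium: Hepes pH 7.5 with detergent and BSA; Reagent: cytochrome c trigger plus (Z-DEVD)2-Rh110 caspase-3 substrate; Times: compound with Apaf-1, dATP, procaspase-3 30 min, then 50 min reaction, room temperature; Technique: Rh110 fluorescence intensity.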
NLRP3 yeast inh – blocks the NALP3 inflammasome reconstituted in yeast | Yeast reconstituted NLRP3/ASC/caspase-1, beta-gal luminescence, 24 h | inhibition, % at 10 µM | 330,000 compounds, 0.39% hits;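 active means inhibition of 50% or more; inactive means inhibition below 50%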;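 further: plate controls were induced DMSO wells for no effect and uninduced yeast grown without galactose for full effect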
mIAP inh – blocks mouse intestinal alkaline phosphatase | purified mouse IAP, CDP-Star luminescence, 30 min | inhibition, % at 10 µM | 330,000 compounds, 0.2% hits;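 active means inhibition of at least 40% at 10 µM in the primary screen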;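 further: plate controls were DMSO with enzyme for no effect and no enzyme wells for full effect; values of inactives mirror those of a sister screen read the other way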
ATG4B inhibitor – inhibitors of human ATG4B cysteine protease; Q9Y4P1; ATG4B cleavage of LC3-PLA2, NBD-HPC fluorescence, 1 h; inhibition, % at 8.33 µM; 340,000 compounds, 0.51% hits; AID 504462; in the data active means inhibition above about 40%
Target sequence (Q9Y4P1 whole entry, looked up): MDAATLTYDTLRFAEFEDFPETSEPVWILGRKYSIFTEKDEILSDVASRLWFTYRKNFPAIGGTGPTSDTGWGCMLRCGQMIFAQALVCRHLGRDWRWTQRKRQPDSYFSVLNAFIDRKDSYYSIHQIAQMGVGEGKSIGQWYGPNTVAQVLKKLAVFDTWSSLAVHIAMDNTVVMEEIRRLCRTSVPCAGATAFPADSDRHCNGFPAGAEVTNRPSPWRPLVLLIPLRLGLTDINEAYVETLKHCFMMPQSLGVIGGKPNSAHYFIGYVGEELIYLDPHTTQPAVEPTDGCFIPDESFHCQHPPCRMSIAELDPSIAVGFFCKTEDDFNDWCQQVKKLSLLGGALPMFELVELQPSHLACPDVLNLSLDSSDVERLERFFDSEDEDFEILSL
Active calls of the source: *; & = joins results of further samples.

`CCCCC[n+]1ccn(C2=C([O-])c3ccccc3C(=O)/C2=N\S(=O)(=O)c2ccc(Cl)cc2)c1` gave hIAP activ 0.84, tim10-1 inh 10, mIAP activ 0.97, TIM10 inh -11, hIAP inh 16, Apaf-1 inh 70*, NLRP3 yeast inh 15, mIAP inh 3 and ATG4B inhibitor 6.
`O=S(=O)(Nc1ncccn1)c1ccc(NC(=S)NCCc2ccccc2)cc1` gave hIAP activ 0.94, tim10-1 inh -5, mIAP activ 1.1, TIM10 inh 7, hIAP inh 6, Apaf-1 inh -4, NLRP3 yeast inh 8, mIAP inh -15 and ATG4B inhibitor 2.
For CCCn1c(C(C)Nc2nc(C)cs2)nc2cc(Cl)c(Cl)cc21 (centres undefined) the results were hIAP activ 1, tim10-1 inh 34, mIAP activ 0.95, TIM10 inh 30, hIAP inh -4, Apaf-1 inh 12, NLRP3 yeast inh 15, mIAP inh 5 and ATG4B inhibitor 5.
For CCc1ccc(CN2CCC(n3nccc3NC(=O)C3CCCC3)CC2)cc1 the results were hIAP activ 1, tim10-1 inh 14, mIAP activ 1.3, TIM10 inh 10, hIAP inh 0, Apaf-1 inh 18, NLRP3 yeast inh 16, mIAP inh -26 and ATG4B inhibitor -1.
For COc1ccc(C#Cc2c(-c3ccccc3)n(C)c3ccccc23)cc1 the results were hIAP activ 0.85, tim10-1 inh 13, mIAP activ 0.88, TIM10 inh 23, hIAP inh 15, Apaf-1 inh 8, NLRP3 yeast inh 24, mIAP inh 12 and ATG4B inhibitor 3.
For COc1ccc(S(=O)(=O)N2CCOCC2)cc1C(=O)NCC(c1ccco1)N1CCCC1 (centres undefined) the results were hIAP activ 0.98, tim10-1 inh 5, mIAP activ 1.1, TIM10 inh 2, hIAP inh 2, Apaf-1 inh -11, NLRP3 yeast inh 7, mIAP inh -5 and ATG4B inhibitor 4.
Cc1cccc(NC(=O)C(CCC(N)=O)NC(=O)OCc2ccccc2)c1 (centres undefined) was read as hIAP activ 1, tim10-1 inh 3, mIAP activ 1.1, TIM10 inh 2, hIAP inh -2, Apaf-1 inh -10, NLRP3 yeast inh 17, mIAP inh -10 and ATG4B inhibitor -4.
Screening Cc1noc(C)c1C(=O)N1CCN(c2cccc(Cl)c2)CC1 returned hIAP activ 0.99, tim10-1 inh 11, mIAP activ 1, TIM10 inh 13, hIAP inh 1, Apaf-1 inh 0, NLRP3 yeast inh 2, mIAP inh -4 and ATG4B inhibitor -1.
`OC(c1ccccc1)c1nc2ccccc2s1` (centres undefined) gave hIAP activ 1, tim10-1 inh 9, mIAP activ 1, TIM10 inh 9, hIAP inh -3, Apaf-1 inh -3, NLRP3 yeast inh 2, mIAP inh -4 and ATG4B inhibitor -1.
`CC(C)N(C(=O)c1sc2cc([N+](=O)[O-])ccc2c1Cl)C(C)C` gave hIAP activ 1.1, tim10-1 inh 35, mIAP activ 0.9, TIM10 inh 6, hIAP inh -10, Apaf-1 inh 18, NLRP3 yeast inh 21, mIAP inh 10 and ATG4B inhibitor -6.
For CCCCCCCCCNC(=O)[C@H](NC(=O)COc1ccccc1)[C@@H]1NC(C(=O)OC)C(C)(C)S1 (some centres undefined) the results were hIAP activ 1.1, tim10-1 inh 27, mIAP activ 0.92, TIM10 inh 31, hIAP inh -8, Apaf-1 inh 14, NLRP3 yeast inh 8, mIAP inh 8 and ATG4B inhibitor -3.
`CCc1ccc(OCc2nnc(SCC(=O)NCC3CCCO3)n2C)cc1` (centres undefined) gave hIAP activ 0.93, tim10-1 inh -14, mIAP activ 0.98, TIM10 inh 10, hIAP inh 7, Apaf-1 inh 0, NLRP3 yeast inh 0, mIAP inh 2 and ATG4B inhibitor 0.
Screening O=C(NCc1ccccc1F)c1ccc2ccccc2n1 returned hIAP activ 0.94, tim10-1 inh 5, mIAP activ 0.96, TIM10 inh 1, hIAP inh 6, Apaf-1 inh 10, NLRP3 yeast inh 23, mIAP inh 4 and ATG4B inhibitor -5.
For O=C(Nc1ccc(F)cc1)C1CCN(S(=O)(=O)c2cccc3nonc23)CC1 the results were hIAP activ 0.88, tim10-1 inh -4, mIAP activ 0.89, TIM10 inh 5, hIAP inh 12, Apaf-1 inh 4, NLRP3 yeast inh 6, mIAP inh 11 and ATG4B inhibitor -1.
`Cc1ccc(-c2nc3ccccc3[nH]2)cc1NC(=O)c1sc2cc(Cl)ccc2c1Cl` gave hIAP activ 0.89, tim10-1 inh 15, mIAP activ 0.93, TIM10 inh 12, hIAP inh 11, Apaf-1 inh 12, NLRP3 yeast inh 19, mIAP inh 7 and ATG4B inhibitor 8.
Screening COc1ccc(CCN=CC2=C(O)CC(C)(C)CC2=O)cc1 returned hIAP activ 1.1, tim10-1 inh 4, mIAP activ 0.96, TIM10 inh -8, hIAP inh -6, Apaf-1 inh 3, NLRP3 yeast inh 18, mIAP inh 4 and ATG4B inhibitor -14.
`CCOC(=O)c1ccc(NC(=O)CSc2nnc(C3CCCCC3)n2C)cc1` gave hIAP activ 0.99, tim10-1 inh 22, mIAP activ 0.95, TIM10 inh 12, hIAP inh 1, Apaf-1 inh 8, NLRP3 yeast inh 13, mIAP inh 5 and ATG4B inhibitor -10.
`Cc1ccc(CN(C(=O)COc2ccc(C)c(C)c2)C2CCS(=O)(=O)C2)o1` (centres undefined) gave hIAP activ 1, tim10-1 inh 33, mIAP activ 0.94, TIM10 inh 8, hIAP inh -4, Apaf-1 inh -1, NLRP3 yeast inh -1, mIAP inh 6 and ATG4B inhibitor -4.
Cc1cc(-c2n[nH]c(=S)n2/N=C/C=C/c2ccco2)n[nH]1 was read as hIAP activ 1.1, tim10-1 inh 10, mIAP activ 0.51, TIM10 inh 5, hIAP inh -9, Apaf-1 inh -8, NLRP3 yeast inh 2, mIAP inh 49* and ATG4B inhibitor -9.
`COC(=O)N1C(=O)[C@](c2ccc(Cl)cc2)(C(C)C)N1C(=O)OC` gave hIAP activ 1, tim10-1 inh 35, mIAP activ 0.96, TIM10 inh 26, hIAP inh -2, Apaf-1 inh -4, NLRP3 yeast inh 8, mIAP inh 4 and ATG4B inhibitor -5.
COc1ccc(CCn2c(=S)[nH]c3cc(C(=O)NCc4ccco4)ccc3c2=O)cc1OC was read as hIAP activ 0.96, tim10-1 inh 28, mIAP activ 1, TIM10 inh -5, hIAP inh 4, Apaf-1 inh 0, NLRP3 yeast inh 1, mIAP inh -4 and ATG4B inhibitor -17.
Screening COc1cc(C(=O)Nc2ccc(S(=O)(=O)Nc3nccc(C)n3)cc2)cc(OC)c1OC returned hIAP activ 0.89, tim10-1 inh 11, mIAP activ 0.93, TIM10 inh 6, hIAP inh 11, Apaf-1 inh 1, NLRP3 yeast inh 12, mIAP inh 7 and ATG4B inhibitor -1.
Screening O=C(CCc1nc(-c2ccccc2)no1)NC1CCCCCC1 returned hIAP activ 0.9, tim10-1 inh 18, mIAP activ 1.1, TIM10 inh 12, hIAP inh 10, Apaf-1 inh -2, NLRP3 yeast inh 24, mIAP inh -5 and ATG4B inhibitor -12.
For Oc1c(C=C2N=c3ccccc3=N2)sc(=S)n1-c1ccc(F)cc1 the results were hIAP activ 1.2&1.2, tim10-1 inh 23&21, mIAP activ 0.63&0.68, TIM10 inh 26&33, hIAP inh -18&-18, Apaf-1 inh 3&21, NLRP3 yeast inh 19&11, mIAP inh 37&32 and ATG4B inhibitor -3&0.

Structural class, those above with two or more sulfur atoms.
`O=S(=O)(Nc1ncccn1)c1ccc(NC(=S)NCCc2ccccc2)cc1` gave hIAP activ 0.94, tim10-1 inh -5, mIAP activ 1.1, TIM10 inh 7, hIAP inh 6, Apaf-1 inh -4, NLRP3 yeast inh 8, mIAP inh -15 and ATG4B inhibitor 2.
For Oc1c(C=C2N=c3ccccc3=N2)sc(=S)n1-c1ccc(F)cc1 the results were hIAP activ 1.2&1.2, tim10-1 inh 23&21, mIAP activ 0.63&0.68, TIM10 inh 26&33, hIAP inh -18&-18, Apaf-1 inh 3&21, NLRP3 yeast inh 19&11, mIAP inh 37&32 and ATG4B inhibitor -3&0.

Following part:
Screening Cn1cnnc1SCC(=O)NN1C(=O)NC(C)(c2ccccc2)C1=O (centres undefined) returned hIAP activ 0.96, tim10-1 inh -9, mIAP activ 1.1, TIM10 inh -23, hIAP inh 4, Apaf-1 inh -21, NLRP3 yeast inh -9, mIAP inh -13 and ATG4B inhibitor 2.
Screening CCCC(NC(=O)CCc1c(C)c2cc3c4c(oc3c(C)c2oc1=O)CCCC4)C(=O)O (centres undefined) returned hIAP activ 0.87, tim10-1 inh 10, mIAP activ 0.96, TIM10 inh -1, hIAP inh 13, Apaf-1 inh 13, NLRP3 yeast inh 16, mIAP inh 4 and ATG4B inhibitor 10.
For CCCn1nnc(NC(=O)c2ccccc2Br)n1 the results were hIAP activ 1.1, tim10-1 inh -3, mIAP activ 0.93, TIM10 inh 6, hIAP inh -13, Apaf-1 inh -6, NLRP3 yeast inh 4, mIAP inh 7 and ATG4B inhibitor -4.
COCCNC(=O)C(c1ccc(C)o1)N(CC1CCCO1)C(=O)Cn1nnc2ccccc21 (centres undefined) was read as hIAP activ 0.96, tim10-1 inh 10, mIAP activ 1, TIM10 inh 0, hIAP inh 4, Apaf-1 inh -16, NLRP3 yeast inh 12, mIAP inh -1 and ATG4B inhibitor -6.
Screening Cc1oc(-c2ccccc2F)nc1CS(=O)(=O)CC(=O)N1CCOCC1 returned hIAP activ 0.89, tim10-1 inh 7, mIAP activ 1, TIM10 inh -13, hIAP inh 11, Apaf-1 inh -4, NLRP3 yeast inh 11, mIAP inh 0 and ATG4B inhibitor -1.
Screening Cc1ccc(N2C(=O)CCC2(C(N)=O)c2ccccc2)cc1 (centres undefined) returned hIAP activ 1, tim10-1 inh 8, mIAP activ 0.91, TIM10 inh -2, hIAP inh -1, Apaf-1 inh -7, NLRP3 yeast inh 11, mIAP inh 9 and ATG4B inhibitor -17.
Cc1cc(/C=C2\NC(=O)NC2=O)c(C)n1-c1cccnc1 was read as hIAP activ 1, tim10-1 inh 13, mIAP activ 0.94, TIM10 inh 7, hIAP inh -1, Apaf-1 inh -4, NLRP3 yeast inh 1, mIAP inh 6 and ATG4B inhibitor -6.
Screening COc1ccccc1NC(=O)CN1C(=O)COc2ccc(S(=O)(=O)N3CCC(C)CC3)cc21 returned hIAP activ 0.79, tim10-1 inh 16, mIAP activ 0.95, TIM10 inh -3, hIAP inh 21, Apaf-1 inh 14, NLRP3 yeast inh 16, mIAP inh 5 and ATG4B inhibitor -15.
Screening COc1ccc(NC(=O)CCCOc2ccc(Cl)c(C)c2)cc1S(=O)(=O)N1CCOCC1 returned hIAP activ 1.1, tim10-1 inh -7, mIAP activ 1.3, TIM10 inh -12, hIAP inh -8, Apaf-1 inh 4, NLRP3 yeast inh 8, mIAP inh -26 and ATG4B inhibitor -19.
CN(C)/C=C/C(=O)c1ccc2noc(-c3ccccc3)c2c1 was read as hIAP activ 0.94, tim10-1 inh 32, mIAP activ 0.99, TIM10 inh 19, hIAP inh 6, Apaf-1 inh 13, NLRP3 yeast inh 21, mIAP inh 1 and ATG4B inhibitor -3.
CCS(=O)(=O)N1Cc2ccccc2CC1C(=O)Nc1ccc(F)c(F)c1 (centres undefined) was read as hIAP activ 0.75, tim10-1 inh 23, mIAP activ 1.1, TIM10 inh -5, hIAP inh 25, Apaf-1 inh -14, NLRP3 yeast inh 21, mIAP inh -12 and ATG4B inhibitor -2.
